Epigenetic reg – epigenetic control regulation, reporter derepression; 0.2% of 280,000 active; murine LDR cells, GFP reporter derepression, 30 h; AID 1865; Potency, µM (top dose mostly 53.9 µM), for the others: at the top dose GFP activation, usual class: activators; active means well fitted activation curve with a large enough effect; inconclusive means small, poorly fitted or top-dose-only effect; further: % of control where 0% means no effect; nearly all actives have a fitted effect of over 60% in size
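Reporter derepression read as number of fluorescent GFP-positive objects, 20-120 um in size, counted by laser-scanning cytometer. Mouse LDR line with an epigenetically silenced CMV-GFP locus; compound incubation 30 h, 37 C.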
LMNA splice mod – changes lamin A minigene splicing in HeLa cells | HeLa LMNA splicing GFP/RFP minigene ratio, 48 h | Potency, µM (series often up to 46.1 µM), for inactives: top-dose ratio change, negative = inhibition, usual class: inhibitors | 0.01% of 200,000 active; active means well fitted inhibition curve with a large enough effect in the signal ratio, with a control signal flat, not every such curve was filed as active; inconclusive means small, poorly fitted or top-dose-only effect, or effect the other way, or a change in a side signal; the % refers to the signal ratio; further: on the % scale 0 is the no-effect control and ±100 the full control effect
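S3 HeLa stable clones carrying a lamin A-EGFP splicing minigene plus DsRed2 were seeded at 600 cells/well in Opti-MEM with 2% FBS, pin-dosed and incubated 48 h at 37°C. Acumen cytometry (488 nm) gave the GFP/RFP total-intensity ratio.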
The depositor's hits bear a star; [ ] = another dose, or the depositor's remark. Potency means the concentration at half of the fitted maximal effect. Only part of the results is shown (hit frequency here may not be typical).

CCC(C)NC(=O)c1cc(Sc2cccc(Cl)c2)nc2ccccc12 (stereo unspecified) was read as Epigenetic reg 2.7% and LMNA splice mod -9%[46 µM].
CCCCc1nn2c(=O)cc(COC(=O)c3cccc(NC(=O)COc4ccccc4)c3)nc2s1 was read as Epigenetic reg -3.0% and LMNA splice mod inconclusive.
`COc1ccc(N2CC(NC(=O)c3ccc(S(=O)(=O)N4CCCCC4)cc3)CC2=O)cc1` (stereo unspecified) gave Epigenetic reg 7.3% and LMNA splice mod -5%[46 µM].
`O=C(Cn1ccn(-c2ccc(F)c(F)c2)c(=O)c1=O)NCc1ccccc1` gave Epigenetic reg 13% and LMNA splice mod 22%[46 µM].
Cn1c(=O)c2nc(SCC(=O)Nc3cc(Cl)cc(Cl)c3)n(C)c2n(C)c1=O was read as Epigenetic reg -0.9% and LMNA splice mod 17%[46 µM].
Screening Cc1ccc(NC(=O)c2ncoc2-c2ccco2)cc1Cl returned Epigenetic reg -0.6% and LMNA splice mod inconclusive.
For COc1ccc(-c2nc3c4ccccc4n(CC(=O)N4CCN(c5ccccc5F)CC4)c(=O)n3n2)cc1 the results were Epigenetic reg 13% and LMNA splice mod 7%[46 µM].
For CCc1nn2c(=O)cc(COC(=O)c3cccs3)nc2s1 the results were Epigenetic reg 0.0% and LMNA splice mod 6%[46 µM].
For CCC1Oc2ccccc2N(CC(=O)NCc2ccccc2)C1=O (stereo unspecified) the results were Epigenetic reg 2.9% and LMNA splice mod -8%[46 µM].
Screening CC(Sc1ncc(S(=O)(=O)c2ccc(C(C)C)cc2)c(N)n1)C(=O)Nc1ccccc1 (stereo unspecified) returned Epigenetic reg -1.2% and LMNA splice mod inconclusive.
Screening O=C(CNC(=O)c1ccc(Cl)cc1)OCc1cc(=O)n2ccsc2n1 returned Epigenetic reg 0.0% and LMNA splice mod 7%[46 µM].
For CN1CCN(C(c2ccccc2Cl)c2sc3nc(-c4ccco4)nn3c2O)CC1 (stereo unspecified) the results were Epigenetic reg 2.1% and LMNA splice mod 6%[46 µM].
Screening Cc1cccn2c(=O)cc(CSc3nnc(NC(=O)C(C)C)s3)nc12 returned Epigenetic reg 0.0% and LMNA splice mod -22%[46 µM].
`COc1cc(NC(=O)N2CCN(c3cc(-c4noc(C)n4)ccc3C)CC2)cc(OC)c1OC` gave Epigenetic reg 0.0% and LMNA splice mod inconclusive.
COCCCNC(=O)C1CCN(c2nn3cc(-c4ccc(F)cc4)nc3s2)CC1 was read as Epigenetic reg -1.2% and LMNA splice mod 9%[46 µM].
Screening CCOC(=O)C1CCN(C(=O)c2ccc(NC(=O)c3nsc4ccccc34)cc2)CC1 returned Epigenetic reg -3.8% and LMNA splice mod -4%[46 µM].
`CCc1ccc(S(=O)(=O)Nc2cc3c(cc2C)n(C)c(=O)c(=O)n3C)cc1` gave Epigenetic reg 0.0% and LMNA splice mod 19%[46 µM].
Screening COc1ccc(C)cc1NC(=O)Cn1c(=O)nc(-c2ccccc2F)c2cc(Cl)ccc21 returned Epigenetic reg 0.8% and LMNA splice mod 6%[46 µM].
`CCOC(=O)c1noc2ncnc(N3CCN(c4cccc(Cl)c4)CC3)c12` gave Epigenetic reg 5.9% and LMNA splice mod 4%[46 µM].
`CC(C)c1ccc(N(CC(=O)O)S(=O)(=O)c2ccc3[nH]c(=O)c(=O)[nH]c3c2)cc1` gave Epigenetic reg 0.0% and LMNA splice mod -3%[46 µM].

Two compounds drawn at random from those above, as already listed:
For CCC1Oc2ccccc2N(CC(=O)NCc2ccccc2)C1=O (stereo unspecified) the results were Epigenetic reg 2.9% and LMNA splice mod -8%[46 µM].
Screening CCOC(=O)C1CCN(C(=O)c2ccc(NC(=O)c3nsc4ccccc34)cc2)CC1 returned Epigenetic reg -3.8% and LMNA splice mod -4%[46 µM].

(next part)
For CN(C(=O)CSc1nc2ccc(NC(=O)c3ccco3)cc2s1)c1ccccc1 the results were Epigenetic reg -2.4% and LMNA splice mod inconclusive.
COc1cc(OC)cc(C(=O)NCCc2csc(-c3ccc(C(F)(F)F)cc3)n2)c1 was read as Epigenetic reg 0.0% and LMNA splice mod -21%[46 µM].
O=C(Nc1ccc(C(=O)N2CCN(c3cccc(Cl)c3)CC2)cc1)c1nsc2ccccc12 was read as Epigenetic reg -3.4% and LMNA splice mod -17%[46 µM].
COc1cccc(CNC(=O)C(=O)Nc2c3c(nn2-c2ccccc2)CSC3)c1 was read as Epigenetic reg 2.7% and LMNA splice mod 2%[46 µM].
CCc1ccc(NC(=O)CN2C(=O)CCSc3ccc(S(=O)(=O)N4CCCC4)cc32)cc1 was read as Epigenetic reg inconclusive and LMNA splice mod -4%[46 µM].
CCOc1ccc(CNC(=O)C2CCN(Cc3cc4ccccc4n3Cc3ccccc3C)CC2)cc1 was read as Epigenetic reg -1.3% and LMNA splice mod -11%[46 µM].
CCOC(=O)c1ccc(NC(=O)CSc2ccc(-c3sc(C)nc3C)nn2)cc1 was read as Epigenetic reg 1.4% and LMNA splice mod 10%[46 µM].
For CCOc1ccc(C(=O)Nc2ccc3nc(SCC(=O)N4CCOCC4)sc3c2)cc1 the results were Epigenetic reg 6.5% and LMNA splice mod 3%[46 µM].
Screening CCOc1ccc(NS(=O)(=O)c2ccc(NC(=O)N3CCCC3)cc2)cc1 returned Epigenetic reg 1.4% and LMNA splice mod 5%[46 µM].
O=C(CN1CCN(Cc2cccc(Cl)c2)C1=O)NCc1ccc(F)cc1 was read as Epigenetic reg -0.2% and LMNA splice mod 13%[46 µM].
Screening Cc1nc(-c2ccc(S(=O)(=O)NCc3ccc(OC(C)C)cc3)cc2)co1 returned Epigenetic reg 1.1% and LMNA splice mod -6%[46 µM].
`COc1ccc(CNC(=O)CCS(=O)(=O)c2ccc3c(c2)oc(=O)n3C)cc1` gave Epigenetic reg -1.3% and LMNA splice mod -1%[46 µM].
For CN(C)CCNC(=O)CN1N=C(c2ccccc2)CCC1=O the results were Epigenetic reg -0.2% and LMNA splice mod inconclusive.
COc1ccc(C)cc1NC(=O)Cn1cc(S(=O)(=O)Cc2ccccc2Cl)c2ccccc21 was read as Epigenetic reg 0.0% and LMNA splice mod inconclusive.
`CCCCOC(=O)c1ccc(OC(=O)c2sc3ncn(Cc4ccccc4Cl)c(=O)c3c2C)cc1` gave Epigenetic reg 0.0% and LMNA splice mod inconclusive.
For CCN(C(=O)CSc1nc2ccccc2n1CC(=O)NCc1ccc(OC)cc1)c1ccccc1 the results were Epigenetic reg -6.4% and LMNA splice mod inconclusive.
Cc1cc(C)c(NC(=O)CCC(=O)N2Cc3ccccc3Oc3ncccc32)c(C)c1 was read as Epigenetic reg 0.8% and LMNA splice mod inconclusive.
Screening O=C(Cn1ccn(-c2ccc(F)c(F)c2)c(=O)c1=O)c1ccc(F)cc1 returned Epigenetic reg 2.8% and LMNA splice mod 1%[46 µM].
COc1cccc(CNC(=O)CN2C(=O)CSc3c2c(C)nn3-c2ccccc2)c1 was read as Epigenetic reg 0.0% and LMNA splice mod -7%[46 µM].
Screening CCn1c(CN2CCOCC2)nc2cc(NC(=O)c3cc(OC)c(OC)c(OC)c3)ccc21 returned Epigenetic reg -0.8% and LMNA splice mod inconclusive.
`CCc1ccc(CNC(=O)CN2C(=O)C3CCCCN3c3ccc(C(=O)N4CCCC4)cc32)cc1` (stereo unspecified) gave Epigenetic reg -1.7% and LMNA splice mod -1%[46 µM].
CCN1CCN(CCCNC(=O)Cn2c(-c3cccs3)cc3ccccc32)CC1 was read as Epigenetic reg 1.1% and LMNA splice mod -12%[46 µM].
COc1cccc(N2CC(NC(=O)Cc3cccs3)CC2=O)c1 (stereo unspecified) was read as Epigenetic reg 3.5% and LMNA splice mod inconclusive.
Screening Cc1ccc(C(=O)Nc2nnc(SCc3cc(=O)n4ccc(C)cc4n3)s2)cc1 returned Epigenetic reg 1.7% and LMNA splice mod 2%[46 µM].
CCCN1C(=O)C(O)(CC(=O)c2ccc(CC)cc2)c2ccccc21 (stereo unspecified) was read as Epigenetic reg -1.1% and LMNA splice mod -5%[46 µM].
Cn1c(=O)[nH]c2cc(-c3noc(-c4ccc(Br)cc4)n3)ccc21 was read as Epigenetic reg 0.0% and LMNA splice mod 0%[46 µM].
COc1ccc(-n2c(=O)c3c4c(sc3n(Cc3c(F)cccc3Cl)c2=O)CN(C(C)=O)CC4)cc1OC was read as Epigenetic reg -1.3% and LMNA splice mod 2%[46 µM].
Screening CCOC(=O)c1c(C)[nH]c(C)c1S(=O)(=O)N1CCC(C(=O)N2CCN(c3cccc(C)c3C)CC2)CC1 returned Epigenetic reg 0.0% and LMNA splice mod -5%[46 µM].
COc1ccc(C)cc1NC(=O)c1ccc2c(c1)N(Cc1cccc(Cl)c1)C(=O)c1ccccc1S2=O (stereo unspecified) was read as Epigenetic reg 0.1% and LMNA splice mod 16%[46 µM].
`CCC(=O)Nc1ccc2nc(SCCOc3ccccc3)sc2c1` gave Epigenetic reg -3.2% and LMNA splice mod 21%[46 µM].
`c1ccc(CSc2nc3ncccc3[nH]2)cc1` gave Epigenetic reg -0.4% and LMNA splice mod 8%[46 µM].
For O=C(COc1ccc(Cl)cc1)NCCc1csc(-c2ccc(F)cc2)n1 the results were Epigenetic reg 0.0% and LMNA splice mod inconclusive.
`CC(=O)Nc1ccc(NC(=O)c2ncoc2-c2ccco2)cc1` gave Epigenetic reg -3.0% and LMNA splice mod 13%[46 µM].
Screening CCOc1ccc(NS(=O)(=O)c2ccc3c(c2)NC(=O)CCS3)cc1 returned Epigenetic reg -1.1% and LMNA splice mod -7%[46 µM].
`O=C(CSc1nccn1C1CCCC1)Nc1cc(C(F)(F)F)ccc1Cl` gave Epigenetic reg 0.0% and LMNA splice mod -18%[46 µM].
Screening CN1C(=O)Cc2cc(S(=O)(=O)NCCc3ccc(Cl)cc3)ccc21 returned Epigenetic reg 0.0% and LMNA splice mod -5%[46 µM].
Screening CCOC(=O)CCCCN(Cc1ccccc1F)S(=O)(=O)c1ccc(F)c(C(=O)Nc2cc(Cl)cc(Cl)c2)c1 returned Epigenetic reg 10% and LMNA splice mod -21%[46 µM].
`Cc1ccc(NC(=O)Nc2nnc(SCC(=O)N3CCCCC3)s2)cc1` gave Epigenetic reg 2.8% and LMNA splice mod -15%[46 µM].
`Cc1ccc(N2CCN(C(=O)c3c(C)oc4nc(C)nc(N5CCCC5)c34)CC2)c(C)c1` gave Epigenetic reg -1.3% and LMNA splice mod -5%[46 µM].
Cc1cc(C)cc(NC(=O)c2sc3nc(-c4cc5ccccc5oc4=O)[nH]c(=O)c3c2C)c1 was read as Epigenetic reg 0.8% and LMNA splice mod 26%[46 µM].
For CCOC(=O)c1c(NC(=O)c2cc3nc(-c4ccc(OC)cc4)cc(C(F)(F)F)n3n2)sc(C)c1C the results were Epigenetic reg -1.1% and LMNA splice mod 19%[46 µM].
For CCc1nc2ccc(C(=O)NCCc3ccccc3OC)cc2nc1CC the results were Epigenetic reg -1.3% and LMNA splice mod -9%[46 µM].
CCC(C)NC(=O)Cn1ccc2cc(S(=O)(=O)N3CCCCC3)ccc21 (stereo unspecified) was read as Epigenetic reg 1.1% and LMNA splice mod 2%[46 µM].
Screening CCCC(=O)Nc1ccc2nc(SCc3ccc(C)cc3)sc2c1 returned Epigenetic reg -3.2% and LMNA splice mod 21%[46 µM].
Screening COc1ccc(NC(=O)CSC2=Nc3ccccc3C3=NC(CCC(=O)NCc4cccs4)C(=O)N23)cc1 (stereo unspecified) returned Epigenetic reg -1.3% and LMNA splice mod -6%[46 µM].
Screening Cc1ccc(CNS(=O)(=O)c2ccc3c(c2)CCN3S(C)(=O)=O)cc1 returned Epigenetic reg 2.2% and LMNA splice mod 8%[46 µM].
For CCOC(=O)c1[nH]c(C)c(CCC(=O)NCc2ccc(CC)cc2)c1C the results were Epigenetic reg -1.1% and LMNA splice mod -12%[46 µM].
`CCOc1ccccc1NC(=O)Cn1ccn(-c2ccccc2)c(=O)c1=O` gave Epigenetic reg 1.4% and LMNA splice mod -10%[46 µM].
For COC(=O)c1scc(-c2ccc(C)cc2)c1S(=O)(=O)Nc1cc(OC)c(OC)c(OC)c1 the results were Epigenetic reg 0.0% and LMNA splice mod -13%[46 µM].
Screening COc1ccc(Cc2nc3ccc(C(=O)NCc4cc(Br)ccc4OC)cc3o2)cc1 returned Epigenetic reg -0.9% and LMNA splice mod 4%[46 µM].
Screening CCC(C(=O)Nc1cc(OC)cc(OC)c1)n1nc(-c2ccc(C)c(C)c2)ccc1=O (stereo unspecified) returned Epigenetic reg -3.2% and LMNA splice mod inconclusive.

A draw from above in order of SMILES length, descending:
For CCOC(=O)c1c(NC(=O)c2cc3nc(-c4ccc(OC)cc4)cc(C(F)(F)F)n3n2)sc(C)c1C the results were Epigenetic reg -1.1% and LMNA splice mod 19%[46 µM].
Screening COc1ccc(NC(=O)CSC2=Nc3ccccc3C3=NC(CCC(=O)NCc4cccs4)C(=O)N23)cc1 (stereo unspecified) returned Epigenetic reg -1.3% and LMNA splice mod -6%[46 µM].
Screening COc1ccc(Cc2nc3ccc(C(=O)NCc4cc(Br)ccc4OC)cc3o2)cc1 returned Epigenetic reg -0.9% and LMNA splice mod 4%[46 µM].
For CCOC(=O)c1[nH]c(C)c(CCC(=O)NCc2ccc(CC)cc2)c1C the results were Epigenetic reg -1.1% and LMNA splice mod -12%[46 µM].
For CCc1nc2ccc(C(=O)NCCc3ccccc3OC)cc2nc1CC the results were Epigenetic reg -1.3% and LMNA splice mod -9%[46 µM].

Screening data: PubChem, National Center for Advancing Translational Sciences (NCATS)
